Bioassay records: PubChem, National Center for Advancing Translational Sciences (NCATS)
Tau fluor counter = Counterscreen qHTS for Inhibitors of Tau Fibril Formation, Fluorescence Polarization; Potency, µM (series often up to 57.7 µM), for the others: top-dose activity change, negative = decrease; hit rate 0.93% among 280,000; tau K18 P301L Alexa594 fluorescence, heparin fibrillization; further: potency means the concentration at half of the fitted maximal effect; on the % scale 0 is the no-effect control and ±100 the full control effect; nearly all actives have a fitted effect of over 55% in size
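Human tau K18 P301L (15 uM unlabeled, 0.24 uM Alexa 594-labeled) in 100 mM sodium acetate pH 7 with 20 uM heparin, 6 hr at 37 C. ThT 30 uM added, 1 hr ambient; Alexa 594 FP and total fluorescence read at 555/632 nm.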
Epigenetic reg = Quantitative High-Throughput Screen for Regulators of Epigenetic Control. hit rate 0.2% among 280,000. murine LDR cells, GFP reporter derepression, 30 h. AID 1865, 2009. Potency, µM (series often up to 53.9 µM), without a hit: at the highest dose GFP activation, most hits filed as activators; further: potency means the concentration at half of the fitted maximal effect; % of control where 0% means no effect; nearly all actives have a fitted effect of over 60% in size
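Readout is the number of GFP-expressing murine LDR cells, counted by cytometry following washing. Cells were treated with compound for 30 h at 37 C; the stably integrated CMV-GFP locus is normally silent.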
TR SRC2 fluor cs = Total Fluorescence Counterscreen for Inhibitors of the Interaction of Thyroid Hormone Receptor and Steroid Receptor Coregulator 2; TRb/SRC2 Texas Red total fluorescence interference; Potency, µM (titrated, usually from 106 µM), inactives show at the top dose fluorescence change, negative = quenching; hit rate 0.29% among 280,000; active means well fitted curve in either direction with a large enough effect; inconclusive means small, poorly fitted or top-dose-only effect; further: potency means the concentration at half of the fitted maximal effect; on the % scale 0 is the no-effect control and ±100 the full control effect
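Human TRβ ligand-binding domain (0.6 uM) and Texas Red SRC2 peptide (20 nM) in Tris buffer with 1 uM T3 and 5% DMSO were incubated with pinned compound for 5 hr at ambient temperature. Total fluorescence was computed as S + 2P (555/632 nm).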
TRb SRC2 PPI = qHTS for Inhibitors of the Interaction of Thyroid Hormone Receptor and Steroid Receptor Coregulator 2 | Thyroid hormone receptor beta (Homo sapiens), P10828 | TRbeta-SRC2 peptide binding, fluorescence polarization; receptor liganded with 1 µM T3 | Potency, µM (series often up to 106 µM), inactives show top-dose activity change, negative = inhibition, actives largely listed as inhibitors | hit rate 0.065% among 280,000;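 further: potency means the concentration at half of the fitted maximal effect; plate controls were bound peptide for no effect and peptide without receptor for full effect; nearly all actives have a fitted effect of over 50% in size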
Target sequence (P10828 whole entry, looked up): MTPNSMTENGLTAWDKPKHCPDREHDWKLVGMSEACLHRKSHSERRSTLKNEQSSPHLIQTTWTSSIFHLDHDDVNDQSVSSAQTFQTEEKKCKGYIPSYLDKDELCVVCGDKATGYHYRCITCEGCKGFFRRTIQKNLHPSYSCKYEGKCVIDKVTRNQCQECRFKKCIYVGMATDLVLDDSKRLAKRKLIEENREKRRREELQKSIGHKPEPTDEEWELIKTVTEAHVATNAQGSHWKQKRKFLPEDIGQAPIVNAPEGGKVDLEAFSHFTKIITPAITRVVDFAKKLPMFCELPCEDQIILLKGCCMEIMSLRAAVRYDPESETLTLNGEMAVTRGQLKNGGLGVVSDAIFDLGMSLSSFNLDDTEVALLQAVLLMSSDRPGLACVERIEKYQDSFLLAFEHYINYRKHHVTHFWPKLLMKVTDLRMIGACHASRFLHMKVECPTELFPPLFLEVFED
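Polarization signal, normalized between peptide-alone and full complex controls, measured compound effects on T3-liganded human TRb LBD (0.6 uM) binding 20 nM Texas Red SRC2 peptide after 5 hr.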
NPSR antagonist = qHTS Assay for Antagonists of the Neuropeptide S Receptor: cAMP Signal Transduction; hit rate 1% among 220,000; Q6W5P4; Potency, µM (series often up to 38.3 µM), inactives show at the highest dose activity change, negative = inhibition, most hits filed as inhibitors; CHO-NPSR cells, cAMP TR-FRET, antagonist mode; further: potency means the concentration at half of the fitted maximal effect; on the % scale 0 is the no-effect control and ±100 the full control effect; nearly all actives have a fitted effect of over 50% in size; many of its hits are not listed in these tables
GLA spleen mod = qHTS Assay for Inhibitors and Activators of Human alpha-Galactosidase From Spleen Homogenate. hit rate 0.008% among 240,000. Potency, µM (titrated, usually from 80 µM), inactives show top-dose activity change, negative = inhibition, hits mostly inhibitors. human spleen homogenate, 4MU-alpha-Gal fluorescence, 40 min. Alpha-galactosidase A (Homo sapiens), P06280. AID 2107, 2009;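 further: potency means the concentration at half of the fitted maximal effect; 0% = enzyme with vehicle and -100% = no enzyme basal signal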
Target sequence (P06280 32-429 limits assumed): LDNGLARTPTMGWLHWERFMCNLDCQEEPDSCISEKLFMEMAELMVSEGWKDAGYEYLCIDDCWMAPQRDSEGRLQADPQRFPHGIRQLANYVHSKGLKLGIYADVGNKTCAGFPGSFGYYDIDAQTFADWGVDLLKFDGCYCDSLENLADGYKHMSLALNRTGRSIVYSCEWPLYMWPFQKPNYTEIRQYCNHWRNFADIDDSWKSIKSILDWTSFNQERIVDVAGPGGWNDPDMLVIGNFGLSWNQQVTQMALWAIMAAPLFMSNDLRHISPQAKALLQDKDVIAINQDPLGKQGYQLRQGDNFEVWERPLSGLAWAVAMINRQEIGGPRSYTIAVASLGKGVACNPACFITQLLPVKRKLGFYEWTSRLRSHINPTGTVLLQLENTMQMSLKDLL
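Human spleen homogenate (1 ug) was the enzyme source, with 4-methylumbelliferyl-alpha-D-galactopyranoside (1 mM final) in pH 5.0 citrate buffer with 0.01% Tween-20. Compounds were titrated; after 40 min at 37C, NaOH/glycine stop, 4-MU fluorescence read; AC50 from Hill fits.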
CBFb RUNX1 block = qHTS Assay for Compounds Blocking the Interaction Between CBF-beta and RUNX1 for the Treatment of Acute Myeloid Leukemia. Runt-related transcription factor 1 (Homo sapiens) + Core-binding factor subunit beta …. AID 1477, 2009. AlphaScreen CBFb-His/RUNX1-biotin binding, biochemical. Potency, µM (series often up to 59.8 µM), without a hit: at the top dose activity, negative = inhibition, actives largely listed as inhibitors. 230,000 tested, under 10 active; further: % of control where 0% means no effect
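Compounds were screened at multiple concentrations against a preformed CBF-beta(His)/RUNX1(biotin) complex (30 nM of each) for 15 min at room temperature, followed by 90 min with nickel and streptavidin beads and AlphaScreen reading.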
Tau FP inhib = qHTS for Inhibitors of Tau Fibril Formation, Fluorescence Polarization; Microtubule-associated protein tau (Homo sapiens), P10636; K18 P301L tau heparin fibrillization, Alexa594 FP, 6 h; Potency, µM (series often up to 57.7 µM), inactives show at the top dose activity, negative = inhibition, hits mostly inhibitors; hit rate 0.39% among 280,000; further: potency means the concentration at half of the fitted maximal effect; on the % scale 0 is the no-effect control and ±100 the full control effect; nearly all actives have a fitted effect of over 55% in size
Target sequence (P10636 561-689 P618L limits assumed): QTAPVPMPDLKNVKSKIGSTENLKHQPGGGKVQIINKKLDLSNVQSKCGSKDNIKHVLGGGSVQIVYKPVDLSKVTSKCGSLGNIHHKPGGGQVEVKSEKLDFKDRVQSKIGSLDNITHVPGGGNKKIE
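Quantitative HTS format: compounds meet 15 uM recombinant K18 P301L tau and Alexa 594-tau tracer in 100 mM sodium acetate pH 7; 20 uM heparin triggers fibrillization at 37 C over 6 hr; FP gives the signal.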
Active calls of the source: *; ? = inconclusive; · = no result given; [ ] = another dose, or the depositor's remark. Unless noted, the call rests on the fitted dose curve; in most records, active means well fitted curve in the direction sought with a large enough effect; inconclusive means small, poorly fitted or top-dose-only effect, or another doubt; inactive means no such curve, though single readings can be large; an effect the other way counts as inactive or inconclusive. This is a subset (hit frequency here may not be typical).

compound | TRb SRC2 PPI | TR SRC2 fluor cs | GLA spleen mod | Tau fluor counter | CBFb RUNX1 block | Epigenetic reg | NPSR antagonist | Tau FP inhib
Fc1ccc(NC(=S)N2CCSC2c2cccs2)cc1 (stereo not given) | -2% | -3% | 7% | -12% | 3% | 0.1% | -6% | -4%
CCOC(=O)CSc1nnc(C)c(=O)[nH]1 | 6% | 0% | 13% | 6% | 6% | 1.1% | -2%[46.1 µM] | 1%
COc1ccc(CNC(=O)C(=O)NCC(c2ccco2)S(=O)(=O)c2cccs2)cc1 (stereo not given) | 9% | 0% | · | -11% | · | 2.7% | · | -5%
COc1ccc2c(c1)c(=O)c(C(=O)c1ccc(Cl)cc1)cn2CC(=O)Nc1ccc2c(c1)OCCO2 | 4% | 1% | · | -23% | · | -2.5% | · | 2%
COc1cc(NC(=O)CC2C(=O)N(c3ccc(Cl)cc3)C(=O)N2Cc2cccs2)cc(OC)c1 (stereo not given) | 1% | 0% | · | ? | · | 5.8% | · | ?
Cc1nnc(SCC(=O)Nc2nccs2)s1 | -13% | -2% | 24% | -2% | -2% | -0.1% | 4% | -3%
Cc1cc(N2CCN(C)CC2)ccc1NC(=O)c1cccc(S(=O)(=O)N2CCc3ccccc3C2)c1 | 1% | -1% | 1% | -27% | 0% | 3.0% | -34% | 6%
CC(O)CCc1nc2ccc(C(=O)O)cc2[nH]1 (stereo not given) | 1% | 0% | 2% | -8% | 3% | 1.2% | -10%[46.1 µM] | -13%
CCOc1ccc(Nc2ncnc3c2nc2n3CCCC2)cc1 | -2% | 3% | · | -9% | · | -1.2% | · | -2%
COc1cc(C(=O)NC(C(=O)Nc2cccc(C(C)=O)c2)C(C)C)cc(OC)c1OC (stereo not given) | 10% | 1% | -4% | -12% | 4% | -1.4% | 2% | -6%
COc1ccc(/C(N)=N/OC(=O)N2CCOCC2)cc1 | -9%[53 µM] | 1%[53 µM] | -5% | 5% | 3% | 2.3% | -9% | 3%
CCC(C)[C@H](NC(=O)NCc1ccccc1)C(=O)O (stereo not given in full) | -1% | -4% | 11% | 3% | 13% | -1.6% | 7%[46.1 µM] | -6%
CCNC(=S)N1CCC(NC(=O)c2ccco2)CC1 | 6% | -3% | -1% | 0% | 0% | -0.2% | 10% | -6%
c1ccc(-c2csc(Nc3cccnc3)n2)cc1 | 0% | -2% | -1% | ? | 2% | -0.5% | 15% | 11%
O=C(CSc1nnc(-c2ccc(Cl)cc2)o1)N1CCc2ccccc21 | -2% | 0% | · | 0% | · | 3.1% | · | -2%
COc1ccc(C2=NOC(C(=O)N3CCCCCC3)C2)cc1OC (stereo not given) | 3% | 4% | 6% | -23% | 6% | -1.0% | -7%[46.1 µM] | 2%
O=C(c1ccc(F)cc1)N1CCN=C1c1ccccc1 | -4% | 3% | -3% | 1% | 1% | 2.2% | 11% | -2%
Cc1cc2c(c(=O)n1Cc1ccco1)C(c1cccnc1)C(C#N)=C(N)O2 (stereo not given) | 7% | -3% | 5% | 11% | 4% | 0.0% | -15%[46.1 µM] | 8%
CC[N+](CC)(CCCCS(=O)(=O)[O-])CCNP1(=O)C=C(c2ccccc2)OC(c2ccccc2)=C1 | 1% | -1% | -4% | -5% | 10% | 1.1% | 10% | -1%
CC(C)NC(=O)c1ccc(CSc2nc3ccncc3n2Cc2cccc(F)c2)cc1 | -3% | -2% | · | -3% | · | -4.4% | · | -3%
CN(C)c1ccc(NC(=O)CN2C(=O)c3ccccc3Sc3ccc(C(=O)N4CCCC4)cc32)cc1 | -1% | 0% | · | ? | · | -0.2% | · | 1%
C=CCNc1sc(C(=O)c2ccccc2)c(N)c1-c1nc2ccccc2s1 | -1% | 2% | 9% | -4% | · | -2.0% | ? | -7%
COc1cscc1C(=O)O | -10% | -3% | -7% | -4% | -12% | -1.0% | -25% | -4%
COc1ccc(N2C(=O)NC(NC(=O)c3cccnc3)(C(F)(F)F)C2=O)cc1 (stereo not given) | -2% | -2% | 6% | 7% | -3% | -4.6% | 9% | 5%
COC(=O)C(F)(F)Sc1c(C)[nH]c2ccccc12 | 3% | -1% | 1% | ? | -8% | 4.2% | -16%[46.1 µM] | -5%
Oc1ccc(N=Nc2c(O)ccc3ccccc23)cc1 | 10% | -1% | -11% | 11µM*[quencher] | · | 6.0% | -4%[46.1 µM] | ?
Nn1c(-c2cccs2)nc2sc3c(c2c1=O)CCCC3 | -5% | -1% | 4% | -21% | ? | 3.2% | -31%[46.1 µM] | -1%
COc1ccc(-c2nc(NC(=O)CSc3nnc4ccccn34)ns2)cc1 | 2% | 1% | -4% | -18% | -6% | -1.0% | -14%[46.1 µM] | -15%
O=C1OC(C(=O)Nc2ccc(Cl)c(C(F)(F)F)c2)Cc2ccccc21 (stereo not given) | 4% | -13% | · | -18% | · | 0.0% | · | -11%
Cc1cccn2c3c(c(=O)nc12)C(c1ccc(F)cc1)CC(=O)N3 (stereo not given) | 3% | -3% | · | -1% | · | -1.1% | · | 4%
Cc1ccc(C)n1-c1ccc(C(=O)NCc2cccnc2)cc1 | -10% | -1% | -5% | 3% | -18% | 13% | 8% | -4%
COc1ccc(CCN2C(=S)N(c3ccc(Cl)cc3)C(=O)C2CC(N)=O)cc1OC (stereo not given) | 2% | -4% | ? | -25% | -1% | 1.3% | 15% | -14%
Cn1c2ccccc2c2cnn(CC(=O)Nc3ccc(Cl)cc3)c(=O)c21 | -6% | -7% | 3% | -9% | 10% | -1.0% | -2% | 2%
Nn1c(Cc2ccc(Br)cc2)n[nH]c1=S | 1% | -5% | 5% | 6% | 10% | -0.5% | 0% | -5%
COc1ccc(CNC(=O)c2c(O)c3cccc4c3n(c2=O)CCC4)cc1 | 2% | 2% | 5% | ? | 10% | -1.4% | -5%[46.1 µM] | -22%
CCOC(=O)C1CN(S(=O)(=O)c2cccc(C(F)(F)F)c2)c2cc(CC(=O)OC)ccc2O1 (stereo not given) | 9% | -2% | -20% | -15% | 9% | -0.9% | ? | -2%
CNc1nc(N/N=C/c2ccc([N+](=O)[O-])cc2)nc(Nc2ccccc2)n1 | -2% | 1% | -1% | 16µM*[quencher] | 0% | 0.1% | -38% | -7%
COc1ccc(/C=C/C(=O)Oc2ccc(/C=N/NC(=O)c3ccccc3)cc2)cc1OC | 5% | -16% | 2% | -17% | 8% | 0.0% | 7% | -16%
CCOC(=O)COc1cc(OCC(=O)OCC)c2c(=O)cc(-c3ccccc3)oc2c1 | 2% | -5% | -9% | -4% | 2% | -1.1% | -19%[46.1 µM] | -5%
O=C(NCCCN1CCN(Cc2ccccc2)CC1)C1CCN(S(=O)(=O)N2CCC3(CC2)OCCO3)CC1 | -3% | -2% | 0% | -6% | 1% | 1.1% | 26% | 4%
CC(C)[C@H](N)C(=O)N[C@@H](CCC(N)=O)C(=O)NCC(=O)N[C@@H](CCC(=O)O)C(=O)N[C@@H](CCC(=O)O)C(=O)N[C@@H](CO)C(=O)N[C@@H](CC(N)=O)C(=O)N[C@@H](CC(=O)O)C(=O)N[C@@H](CCCCN)C(=O)O | -7% | -4% | -1% | · | 4% | · | · | ·
CCn1c(CSc2ncn[nH]2)nc2cc(C(=O)O)ccc21 | ? | ? | -27% | -2% | 19% | 0.0% | -7% | -1%
Cc1cccc(C2c3[nH]c4ccccc4c3CCN2C(=O)c2cc(C(C)C)nc(N)n2)n1 (stereo not given) | 11%[53 µM] | 0%[53 µM] | -4% | -3% | 4% | 7.2% | 27% | 0%
O=C(c1ccccc1)N1CCN(c2nc3ccc([N+](=O)[O-])cc3s2)CC1 | 11% | 0% | 0% | -8% | 1% | -1.5% | -25% | -1%
COc1cccc(C2C=C(c3ccc(Br)s3)Nc3ncnn32)c1OC (stereo not given) | -1% | -3% | 6% | -12% | 2% | 0.0% | ? | -8%
COc1ccc(C(=O)Nc2cccc(C(=O)N3CCN(C)CC3)c2)cc1 | -2% | 1% | 3% | 5% | 5% | -1.0% | 1%[46.1 µM] | 11%
COc1ccc(N2CCN(c3csc4ccc(Cl)cc4c3=O)CC2)cc1 | 10% | 0% | · | -22% | · | -1.7% | · | 4%
O=C(NCN1CCCCC1)c1cccnc1 | -3% | -1% | 2% | 3% | 7% | 0.0% | 14%[46.1 µM] | -6%
Cc1ccc(S(=O)(=O)n2nc(-c3ccccc3)nc2NCc2ccc(Cl)cc2)cc1 | -3% | -1% | · | ? | · | -0.1% | · | ?
COc1cc(C(=O)Nc2cccc(-c3nc4cc(C)ccc4o3)c2C)cc(OC)c1OC | 2% | -4% | -11% | -8% | 1% | -0.9% | -6%[46.1 µM] | -4%
O=C(CSc1ccc2c(c1)OCCO2)NC(=O)Cc1ccccc1 | -3% | -1% | -2% | -2% | -6% | -5.1% | 6% | 8%

Rewritten field by field: part of the list above
O=C(NCCCN1CCN(Cc2ccccc2)CC1)C1CCN(S(=O)(=O)N2CCC3(CC2)OCCO3)CC1
  TRb SRC2 PPI: -3%
  TR SRC2 fluor cs: -2%
  GLA spleen mod: 0%
  Tau fluor counter: -6%
  CBFb RUNX1 block: 1%
  Epigenetic reg: 1.1%
  NPSR antagonist: 26%
  Tau FP inhib: 4%

CC(C)[C@H](N)C(=O)N[C@@H](CCC(N)=O)C(=O)NCC(=O)N[C@@H](CCC(=O)O)C(=O)N[C@@H](CCC(=O)O)C(=O)N[C@@H](CO)C(=O)N[C@@H](CC(N)=O)C(=O)N[C@@H](CC(=O)O)C(=O)N[C@@H](CCCCN)C(=O)O
  TRb SRC2 PPI: -7%
  TR SRC2 fluor cs: -4%
  GLA spleen mod: -1%
  Tau fluor counter: ·
  CBFb RUNX1 block: 4%
  Epigenetic reg: ·
  NPSR antagonist: ·
  Tau FP inhib: ·
